# Source: PubChem BioAssay (National Center for Advancing Translational Sciences (NCATS))
# Lipid storage S3 – qHTS Assay for Lipid Storage Modulators in Drosophila S3 Cells. Drosophila S3 cells, BODIPY lipid droplet fluorescence, 18-24 h; cells fed with added oleic acid. lipid storage change, negative = inhibition, % at the top dose, mostly 46.1 µM; hits show Potency in µM. AID 2685, 2010. 320,000 tested, 0.64% active; active means well fitted inhibition curve with a large enough effect in the signal ratio, with a control signal flat, not every such curve was filed as active; inconclusive means small, poorly fitted or top-dose-only effect, or effect the other way, or a change in a side signal; the % refers to the signal ratio
#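 Drosophila S3 cells loaded with oleic acid (400 uM, as added) and compounds at several concentrations; lipid droplets imaged by 488-nm laser-scanning cytometry, 500–530 nm intensity and object ratio to cell channel. Percent activity normalized to 20 uM Triacsin C.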
# Lipid storage S3 cell count max – second read-out of Lipid storage S3, no call of its own (marks repeat the call); cell number change, %; measured here: cell count max response;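 cells counted by Cell Tracker Red CMTPX staining in the red channel; peak over a dose series mostly up to 46.1 µM; percent activity relative to internal control wells on each plate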
# * = called active by the depositor; i = inactive; ? = inconclusive; . = not tested or not shown; & = joins results of further samples. On the % scale 0 is the no-effect control and ±100 the full control effect; potency means the concentration at half of the fitted maximal effect. This is a subset; rates above refer to the full screens.
# Preview:
Structure	Lipid storage S3	Lipid storage S3 cell count max
CC(C)(C)c1cc(C(C)(C)C)c2oc(=O)c(-c3nc4ccc(C(=O)O)cc4[nH]3)cc2c1	11%	11
Cc1ccccc1NC(=O)Nc1cc(S(N)(=O)=O)ccc1C	-11%	-11
COc1ccc(CCCNC(=O)C2CCC(=O)N(CCCN3CCCC3=O)C2)cc1 (centres undefined)	i	-1
Cc1ccc(NC(=O)NCCCl)cc1S(=O)(=O)N1CCOCC1	-18%	-1

# The whole of this part, previewed entries included:
Structure	Lipid storage S3	Lipid storage S3 cell count max
CC(C)(C)c1cc(C(C)(C)C)c2oc(=O)c(-c3nc4ccc(C(=O)O)cc4[nH]3)cc2c1	11%	11
Cc1ccccc1NC(=O)Nc1cc(S(N)(=O)=O)ccc1C	-11%	-11
COc1ccc(CCCNC(=O)C2CCC(=O)N(CCCN3CCCC3=O)C2)cc1 (centres undefined)	i	-1
Cc1ccc(NC(=O)NCCCl)cc1S(=O)(=O)N1CCOCC1	-18%	-1
Cc1nc(-c2nc(-c3c(C(=O)NNC(=O)Nc4ccccc4)noc3C)cs2)cs1	?	.
CCc1nc(N[C@H](C(=O)O)C(C)CC)c2oc3ccccc3c2n1 (some centres undefined)	2%	0
CN(CC(O)CN1CCOCC1)S(=O)(=O)O (centres undefined)	-24%&12%	-24&-3
Cc1ccc(NC(=O)COc2ccccc2C=O)cc1Cl	20%	-2
Cc1ccc(Nc2nnc(SCC(=O)NCCN3C(=O)CSC3=O)s2)cc1	?	.
COc1ccccc1NC(=O)[C@H](COCc1ccccc1)NC(=O)OC(C)(C)C	?	.
COc1ccc(OC)c(NC(=O)CSc2nnc(N)s2)c1	?	.
CN(C)CCCCOc1ccccc1F	?	.
Cc1ccc(Cc2nnc(SCC(=O)Nc3c(C)cccc3C)[nH]c2=O)cc1	?	.
CCOC(=O)N1CCN(Cc2cn[nH]c2-c2ccc(-c3ccccc3)cc2)CC1	5%	-6
Nc1nc(-c2ccccc2)nn1S(=O)(=O)c1ccccc1	?	.
CC1(c2nnc(Cc3ccccc3)o2)CC(c2ccccc2Br)=NO1 (centres undefined)	?	.
Cc1cc(C(=O)c2ccc(Cl)cc2)c(NC(=O)CCl)s1	?	.
Cc1ccc(/C=N/N2C(=O)c3ccccc3NC2c2ccc(C)cc2)cc1 (centres undefined)	-9%	5
COc1ccc(CN2CC(=O)N3[C@H]4c5ccccc5OC[C@@H]4[C@H](c4ccccc4)[C@]3(C)C2=O)cc1	?	.
CCc1cccc(NC(=O)C2CC2c2ccccc2)c1 (centres undefined)	i	-14
COc1ccc(-c2noc(CCCC(=O)NCC3CCCO3)n2)cc1 (centres undefined)	30%	-17
CCC(C)(C)NC(=O)CN(C(=O)CNS(=O)(=O)c1ccccc1)c1ccccc1	?	.
CCOC(=O)Cc1csc(NC(=S)NC(=O)c2ccccc2)n1	?	.
CC(C)[C@H](NC(=O)[C@@H]1Cc2c([nH]c3ccccc23)C2c3ccccc3C(=O)N21)C(=O)N1CCC[C@@H]1C(=O)O (some centres undefined)	i	12
CCOC(=O)[C@H]1[C@H]2COc3ccc(C)cc3[C@@H]2N2C(=O)[C@@H](C)NC(=O)[C@@]12C	-24%	4
O=C(/C=C/c1ccccc1)N1CCN(c2ccccn2)CC1	?	.
CCn1nccc1C(=O)Nc1ccccc1OC	i	-15
Cc1onc(-c2ccccc2)c1C(=O)N/N=C/c1cc(Br)c(O)c(Br)c1	?	.
Cc1nn(C)cc1CNC(=O)c1cc2n(n1)C(C(F)(F)F)CC(c1cccs1)N2 (centres undefined)	i	18
CC(=O)NCc1ccc(C(=O)COC(=O)COc2ccccc2)s1	3%	-11
Cc1cnc(NC(=O)CN2C(=O)C3CC=CCC3C2=O)s1 (centres undefined)	?	.
COc1cccc(CN2CCC(C(=O)N3CCC(C)CC3)CC2)c1	-12%	11
Cc1oc(-c2cccs2)nc1CN1CCN(Cc2ccc(F)c(F)c2)C(CCO)C1 (centres undefined)	8%	9
Cc1ccccc1-n1c(-c2ccncc2)n[nH]c1=S	?	.
Fc1ccc(Nc2nc(NCc3ccco3)c3ccccc3n2)cc1	?	.
COC(=O)c1cc(=O)n(Cc2ccco2)c(=Nc2ccc(F)c(Cl)c2)s1	?	.
CCC(NC(=O)OCc1ccccc1)C(=O)Oc1ccc2ccc(=O)oc2c1 (centres undefined)	?	.
CCC(C)(C)n1nnnc1C(c1ccccc1F)N1CCC(C(N)=O)CC1 (centres undefined)	7%	3
O=C(N1CCOCC1)N1CCC(NC(=O)C23CC4CC(CC(C4)C2)C3)CC1	0%	-3
CCc1ccc(OCC(=O)Nc2ccncc2)c(Br)c1	?	.
Cc1nc([N+](=O)[O-])nn1C12CC3CC(CC(Cl)(C3)C1)C2	11%	7
CC(=O)c1cc(-c2ccccc2)n(CCC(=O)NC2CCCCCC2)c1C	?	.
COc1cc(O)c2c(=O)c(-c3ccc(O[C@@H]4O[C@H](CO)[C@@H](O)[C@H](O)[C@H]4O)cc3)coc2c1	?	.
Clc1ccc(Nc2ccc(Cl)nn2)cc1	?	.
Cc1ccc(NC(=O)c2ccc(Cl)c(N3C(=O)CCC3=O)c2)cc1	?	.
CCc1ccccc1NC(=O)C1(S(=O)(=O)c2ccc(C)cc2)CC1	?	.
Cc1ccc(C)n1-c1ccc(-c2ccnc(N)n2)cc1	12%	15
C=CCON/C(CCC)=C1\C(=O)C(C(=O)OC)C(C)(C)CC1=NC (centres undefined)	3%	0
O=S(=O)(c1ccc2ccccc2c1)N1CCN(C(=S)Nc2ccc(F)cc2)CC1	?	.
COc1ccccc1NC(=O)CSc1nnnn1Cc1ccccc1	i	-7
CC1CCN(CCC(=O)Nc2ccc(F)c(F)c2)CC1	?	.
CCN1C(=S)SC(=O)C1=C1C=C(C)N(CCOC)C(C)=C1	?	.
COc1cccc(N(CC(=O)N/N=C(\C)c2cccs2)S(C)(=O)=O)c1	?	.
Cc1cc(C)n(CC(O)CN(c2ccccc2)S(=O)(=O)c2ccc3ccccc3c2)n1 (centres undefined)	?	.
Cc1ccc(S(=O)(=O)N(C)CCCC(=O)Nc2ccc(C)cc2C)cc1	10%	-1
Cc1ccc(-n2c3c(c(O)c(-c4ccccc4)c2=O)C(=O)CC(C)(C)C3)cc1	?	.
CCOC(=O)N1CCN(CC(=O)Nc2cc3c(cc2C(C)=O)OCO3)CC1	?	.
CCNC(=S)N=Nc1c(O)[nH]c2ccc([N+](=O)[O-])cc12	?	.
Cc1ccc(NC(=O)Cc2nc(COC(=O)C(C)NS(=O)(=O)c3ccc(C)cc3)cs2)cc1 (centres undefined)	?	.
O=C(CSc1nnc(-c2ccco2)n1-c1ccccc1)N1CCOCC1	i	.

# Another view of part of the listing above:
CCOC(=O)[C@H]1[C@H]2COc3ccc(C)cc3[C@@H]2N2C(=O)[C@@H](C)NC(=O)[C@@]12C
  Lipid storage S3: -24% | Lipid storage S3 cell count max: 4

O=C(/C=C/c1ccccc1)N1CCN(c2ccccn2)CC1
  Lipid storage S3: ? | Lipid storage S3 cell count max: .

# Additional compounds:
Structure	Lipid storage S3	Lipid storage S3 cell count max
CCCCCC(=O)Nc1ccc(C(=O)N/N=C/c2ccc([N+](=O)[O-])cc2)cc1	-10%	5
O=S1(=O)N=C2CCCCCN2C(c2ccc(Br)cc2)N1 (centres undefined)	?	.
COc1ccc(-c2cnc3c(-c4ccc(F)cc4)cnn3c2N)cc1	5%	0
CCCCNC(=O)CS(=O)Cc1nc(-c2cccc(C)c2)oc1C (centres undefined)	?	.
CCCC(C)NC(=O)CSc1nc(-c2ccccc2)cn1N (centres undefined)	?	.
Cn1ncc(Br)c1C(=O)NC1C2CC3CC(C2)CC1C3 (centres undefined)	?	.
N#CCCN(C(=O)COC(=O)c1ccc2c(c1)NC(=O)CS2)c1ccc2c(c1)OCCO2	?	.
Cc1ccnc(NC(=O)c2cc(F)c(F)cc2Cl)n1	i	.
CCCCCc1cc(=O)oc2c(C(CCN3CCCCC3)c3ccc4c(c3)OCO4)c(OC)cc(OC)c12 (centres undefined)	?	.
CS(=O)(=O)N(Cc1ccc(Cl)cc1)c1ccc(C(=O)Nc2cccnc2)cc1	i	-3
Cc1ccc(CNC(=O)c2cc(C3CC3)nc3c2cnn3C(C)C)cc1	i	-12
CCn1nc(C(=O)OCC(=O)Nc2nc(-c3ccc(OC)cc3)cs2)c2ccccc2c1=O	?	.
O=C(CSc1ncnc2nc[nH]c12)c1ccc2ccccc2c1	?	.
CCC1Oc2ccccc2N(CC(=O)Nc2ccc(OC)cc2OC)C1=O (centres undefined)	?	.
S=C(NCc1ccccn1)Nc1ccc(Cl)cc1	-13%	-17
Cc1cccc(/C(N)=N/OC(=O)c2ccco2)c1	?	.
Cc1cccc(C(=O)N2CCCC(Nc3ccc(C(C)C)cc3)C2)n1 (centres undefined)	9%	14
Nc1c(C(=O)N2CCOCC2)sc2nc3c(cc12)CCC3	6%	12
Cc1noc(C)c1S(=O)(=O)N1CCC(C(=O)NCCCN2CC(C)CC(C)C2)CC1 (centres undefined)	-2%	-3
Cc1n[nH]c(C)c1CCC(=O)N/N=C/C=C/c1ccccc1	6%	13
CC(C)CNC(=O)c1cccc(C(=O)NCC(C)C)c1	i	0
CCC(C)NC(=O)COC(=O)c1cc([N+](=O)[O-])ccc1Sc1nc(C)cs1 (centres undefined)	i	.
COc1ccc(C2SCC(=O)N2c2c(C)n(C)n(-c3ccccc3)c2=O)c(OC)c1 (centres undefined)	-9%	-7
C=CCn1c(SCCC#N)nnc1-c1ccncc1	?	.
c1ccc(N2CCN(c3cnccn3)CC2)nc1	23%	-2
Cc1cc(Cl)ccc1NC(=O)CSc1n[nH]c(N)n1	i	-18
CCN1CCN(CCCNC(=O)CCC(=O)N2CCOc3ccc(Cl)cc32)CC1	?	.
CC(=O)Nc1ccc(S(=O)(=O)N2CCN(c3nc(C)cc(C)n3)CC2)cc1	-16%	-12
Nc1cc(=O)[nH]c(SCC(=O)NCC2CCCO2)n1 (centres undefined)	?	.
Cc1c(NC(=S)NCc2ccc(F)cc2)cccc1[N+](=O)[O-]	-2%	-2
O=C(CCOc1ccccc1)N1CCN(S(=O)(=O)c2ccccc2F)CC1	?	.
CCOC(=O)C(Cc1cc(C(C)=O)ccc1OC(C)C)C(=O)OCC	?	.
O=C(COC(=O)C1=COCCO1)Nc1ccc(F)c(F)c1	?	.
COc1cc(S(=O)(=O)NCc2ccncc2)c(OC)cc1Br	23µM*	3.7*
O=c1ccc2ccc(Oc3ccc(Cl)cc3[N+](=O)[O-])cc2o1	-9%	-24
Cc1ccc(S(=O)(=O)Nc2ccccc2C(=O)Nc2nc(-c3ccc(F)cc3)cs2)cc1	?	.
COc1ccc(CN(C)Cc2nc(Cc3ccccc3Cl)no2)cc1OC	4%	18
O=C1NCC(COCC2CC=CCC2)O1 (centres undefined)	-6%	-20
CCCCNC(=O)c1ccc(N2CCC3(CC2)OCCO3)c([N+](=O)[O-])c1	16%	7
Fc1cc(F)c2nc(Nc3nc4c(F)cccc4s3)sc2c1	?	.
COc1cc(NC(=S)Nc2ccc(Br)cc2Cl)c(OC)cc1Cl	0%	-11
COc1ccc(OC)c(NC(=O)CSc2nncc3ccccc23)c1	?	.
COC(=O)CCC(=O)OC1(C)C(=O)C=C2C=C(C3CC3)N(CCc3c[nH]c4ccccc34)C=C2C1=O (centres undefined)	-22%	-28
CC(C)(C)NC[C@H](O)COc1nsnc1N1CCOCC1	?	.
CC(C)Cn1c(SCC(=O)N2CCOCC2)nc2ccccc2c1=O	?	.
O=C(O)C1CCCN(S(=O)(=O)c2ccc(Cl)s2)C1 (centres undefined)	?	.
Cc1ccc(NC(=O)CN(C)C(=O)C2CC(=O)N(Cc3ccccc3)C2)cc1 (centres undefined)	?	.
Cc1ccc2c(CSc3nnnn3C)cc(=O)oc2c1	15%	1
COC(=O)C1C(=O)N2CCCSC2=C(C#N)C1c1cccs1 (centres undefined)	?	.
CCOc1ccc(OCCn2c(SCC(=O)O)nc3ccccc32)cc1	-11%	-6
CC(=O)c1ccccc1OCCOc1ncnc2sccc12	?	.
Cc1nc2nc(C)c(CCC(=O)N3CCN(c4ccccc4)CC3)c(C)n2n1	?	.
Cc1ccc(Cn2ccc(NC(=O)c3c(-c4ccccc4Cl)noc3C)n2)cc1	?	.
O=c1c2c(-c3ccccc3)csc2nc2c3ccccc3c(NCCN3CCOCC3)nn12	?	.
Cc1cc(NC(=O)CSc2nc3ccccc3[nH]2)no1	i	.
O=[N+]([O-])c1ccc(O)c(-c2nn[nH]n2)c1	i	9
O=C(CSc1nc2c(c(=O)n1-c1ccc(Cl)cc1)SCC2)Nc1ccc2c(c1)OCCO2	?	.
CCCCC1CCC(C(=O)Nc2ccc(N3CCOCC3)cc2N2CCOCC2)CC1 (centres undefined)	?	.
